# Bioassay records from PubChem.
# C diff growth = C. difficile growth inhibition; 86,000 tested, 0.25% active; Clostridium difficile clinical isolate growth, OD600, 24 h; active compounds read low; growth activity, negative = inhibition, % at 16 µg/mL (by protocol); AID 1259249;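 active = mean growth activity at or below -80% and every replicate also at or below -80%; inconclusive = mean at or below -80% but some replicate above -80%; inactive = mean growth activity above -80%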;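 also: 0% = DMSO wells and -100% = levofloxacin 16 µg/mL wells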
# Pf Dd2 growth = inhibitors of Plasmodium falciparum Dd2 growth. P. falciparum Dd2 growth, SYBR Green, 72 h; active compounds read low. activity change, % at 10 µM. 94,000 tested, 2.3% active. AID 1159554; in the data active = activity change below about -80%; inconclusive = no clear call, values can overlap the other calls
# GASC1 inh = KDM4C (human) demethylase inhibition; Q9H3R0; GST-KDM4C 2-372, H3K9me3 peptide, LANCE TR-FRET; inhibition, % at 12.5 µM; 96,000 tested, 0.15% active; AID 720574;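 active = mean replicate inhibition above about 25%, with at least 55% of replicates also reaching it, limit read from the data, passing the limit was not always enough; inconclusive = only one of those two conditions met; inactive = neither condition met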
# Target sequence (Q9H3R0 2-372 limits assumed): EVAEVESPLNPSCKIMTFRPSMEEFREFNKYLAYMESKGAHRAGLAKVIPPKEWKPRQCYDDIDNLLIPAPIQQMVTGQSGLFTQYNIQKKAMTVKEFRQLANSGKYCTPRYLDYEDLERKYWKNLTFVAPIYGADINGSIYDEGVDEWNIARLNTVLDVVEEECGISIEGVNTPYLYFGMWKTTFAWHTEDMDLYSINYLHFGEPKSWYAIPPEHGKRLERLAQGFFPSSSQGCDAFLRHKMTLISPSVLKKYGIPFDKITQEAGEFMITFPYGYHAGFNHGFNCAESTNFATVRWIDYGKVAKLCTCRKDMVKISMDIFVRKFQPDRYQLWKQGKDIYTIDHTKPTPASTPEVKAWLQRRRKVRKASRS
#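 Test system: N-terminal GST-fused human GASC-1 (KDM4C) fragment, residues 2-372; quantity: GASC-1 enzyme at 10 nM final in reaction; dosing: single dose; schedule: 30 min demethylation and 1 h detection at room temperature; signal: LANCE TR-FRET, excitation 340 nm, emissions 618 and 671 nm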
# Tcruzi prolif = T. cruzi proliferation inhibition. T. cruzi beta-gal in NIH3T3, GalScreen luminescence, 90 h. inhibition, % at 8.34 µM. 77,000 tested, 5.9% active;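 active = mean inhibition above about 93%, with at least 55% of replicates each passing it, limit read from the data, passing the limit was not always enough; inconclusive = only one of those two conditions holds; inactive = neither condition holds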
# The depositor's hits bear a star; u = inconclusive; x = no result given.
SMILES,C diff growth,Pf Dd2 growth,GASC1 inh,Tcruzi prolif
C[C@@H]1CN([C@H](C)CO)C(=O)Cc2cc(NC(=O)CCCCCC(=O)Nc3ccccc3N)ccc2O[C@@H]1CN(C)CC1CCCCC1,3.2,-51.8,0.0,63.0
C[C@@H]1CN([C@@H](C)CO)C(=O)c2cc(-c3ccc(C(=O)N(C)C)cc3)cnc2O[C@@H]1CN(C)C(=O)c1cccnc1,0.2,36.8,13.7,-115.0
COc1ccc(NC(=O)N(C)C[C@@H]2OCCCC[C@H](C)Oc3ccc(NC(=O)NC(C)C)cc3C(=O)N([C@H](C)CO)C[C@@H]2C)cc1,-7.9,-42.5,0.8,72.4
O=C(c1ccc2c(c1)OCO2)N1CC2(C1)[C@H](c1ccccc1)[C@@H](CO)N2C(=O)C1CCCC1,-2.3,26.9,0.1,x
Cc1noc(C)c1NC(=O)N(C)C[C@H]1Oc2ccc(NS(C)(=O)=O)cc2CC(=O)N([C@@H](C)CO)C[C@@H]1C,1.9,8.8,-0.7,-1.6
CC(C)CC#Cc1ccc2c(c1)O[C@H](CN(C)C)[C@H](C)CN([C@H](C)CO)S2(=O)=O,9.0,-60.6,0.2,0.1
Cc1ccc(S(=O)(=O)N(C)C[C@@H]2Oc3ccc(NC(=O)Nc4ccc5c(c4)OCO5)cc3CC(=O)N([C@@H](C)CO)C[C@@H]2C)cc1,4.7,-11.2,0.0,42.1
C[C@H](CO)N1C[C@H](C)[C@H](CN(C)CC2CCCCC2)Oc2ccc(NC(=O)Nc3cccc4ccccc34)cc2C1=O,x,9.5,-2.0,-73.8
O=C(c1ccccc1)N1CC2(C1)[C@H](c1ccccc1)[C@H](CO)N2C(=O)CC1CC1,-5.8,-9.0,-1.0,x
C[C@@H]1CN([C@@H](C)CO)C(=O)c2cc(NC(=O)CCCCCC(=O)Nc3ccccc3N)ccc2O[C@@H]1CN(C)Cc1ccc2c(c1)OCO2,0.1,-63.7,-1.2,x
COc1ccc2c3c(n(C)c2c1)[C@@H](CO)N(Cc1ccccc1)CC31CN(C(=O)c2ccccc2F)C1,17.9,-44.0,-0.7,x
C[C@H]1CCCCO[C@@H](CN(C)C(=O)Nc2ccc(F)cc2)[C@@H](C)CN([C@@H](C)CO)C(=O)c2cc(NS(=O)(=O)c3ccc(F)cc3)ccc2O1,-6.9,-55.0,-1.2,x
Cc1ccc(S(=O)(=O)Nc2ccc3c(c2)C(=O)N([C@@H](C)CO)C[C@@H](C)[C@@H](CN(C)Cc2ccc(C(=O)O)cc2)OCCCC[C@@H](C)O3)cc1,x,-12.6,0.6,-17.0
C[C@@H]1CCCCO[C@@H](CN(C)C(=O)NC2CCCCC2)[C@H](C)CN([C@@H](C)CO)C(=O)c2cc(NS(=O)(=O)c3ccccc3)ccc2O1,5.7,-28.9,-0.3,u
COc1cccc(S(=O)(=O)N(C)C[C@@H]2OCc3ccccc3-c3ccccc3C(=O)N([C@H](C)CO)C[C@H]2C)c1,0.8,-37.7,-0.4,65.3
COCCNC(=O)[C@@H]1[C@@H](CO)[C@@H]2Cn3c(ccc(-c4ccccc4)c3=O)[C@H]1N2C,-1.0,10.8,0.7,-10.4
O=C(C[C@@H]1C[C@@H]2c3cc(NC(=O)CC4CC4)ccc3O[C@@H]2[C@@H](CO)O1)NCc1cccc(F)c1,-15.4,-0.6,-1.3,57.5
O=C(CC(F)(F)F)N1C[C@@H]2[C@H](c3ccccc31)[C@@H](CO)N2C(=O)c1ccncc1,2.3,-75.8,4.1,-40.0
Cc1ccc(-c2ccc3c(c2)O[C@H](CN(C)Cc2ccc(F)cc2)[C@@H](C)CN([C@H](C)CO)S3(=O)=O)cc1,-7.9,-66.1,0.3,98.4*
COCC(=O)N1CC2(C1)[C@H](c1ccc(-c3ccc(F)cc3)cc1)[C@H](CO)N2C(C)=O,-2.5,-28.2,-0.8,x
CO[C@@H]1CN(C)C(=O)c2cc(NC(C)=O)ccc2OC[C@H](C)N(C(=O)C2CC2)C[C@H]1C,1.0,17.3,-0.9,-50.6
CN1C(=O)c2cc(NC(=O)Nc3ccc(Cl)cc3)ccc2OC[C@@H]2O[C@@H](CC(=O)O)CC[C@H]21,10.9,1.4,0.0,22.5
O=C(Nc1ccc(C(F)(F)F)cc1)N[C@@H]1CC[C@@H](CCn2cc(C3(O)CCCC3)nn2)O[C@H]1CO,2.7,-44.8,0.5,-48.0
COCC(=O)Nc1ccc2c(c1)[C@@H]1C[C@H](CC(=O)NCCc3ccccc3)O[C@@H](CO)[C@@H]1O2,-1.5,7.7,0.7,-13.5
COc1ccc(NC(=O)Nc2ccc3c(c2)CC(=O)N([C@H](C)CO)C[C@@H](C)[C@@H](CN(C)C(=O)Nc2ccc(C(F)(F)F)cc2)O3)cc1,-3.2,21.3,-2.3,15.0
Cc1noc(C)c1S(=O)(=O)N1[C@@H]2CNC[C@H]1C2c1ccc(-c2ccccc2)cc1 (stereo partly drawn),-5.7,10.0,-0.8,x
COc1ccc(CN(C)C[C@H]2Oc3c(NC(=O)Nc4c(C)noc4C)cccc3C(=O)N([C@H](C)CO)C[C@H]2C)cc1,-1.7,-9.6,1.1,-2.2
C[C@H](CO)N1C[C@H](C)[C@H](CN(C)C(=O)NC2CCCCC2)Oc2c(NC(=O)c3nc4ccccc4s3)cccc2C1=O,x,-60.3,-1.9,32.5
COc1ccc(-c2ccc3c(c2)O[C@H](CN(C)C(=O)c2ccccc2F)[C@H](C)CN([C@H](C)CO)S3(=O)=O)cc1,8.6,-41.2,45.4*,46.3
COc1ccccc1CN(C)C[C@@H]1OCc2ccccc2-c2c(n(C)c3ccccc23)C(=O)N([C@H](C)CO)C[C@@H]1C,67.5,-1.5,1.8,x
O=C(c1ccccc1F)N1CC[C@@H]2[C@H]1c1cc(C#Cc3ccccc3F)ccc1N[C@@H]2CO,-7.9,-12.0,-1.1,89.8
CNC(=O)C[C@H]1CC[C@@H]2[C@@H](COc3ccc(NC(=O)Nc4ccccc4F)cc3C(=O)N2C)O1,1.3,-11.1,0.8,39.6
C[C@@H]1CN([C@@H](C)CO)C(=O)Cc2cc(NC(=O)Nc3ccc(C(F)(F)F)cc3)ccc2O[C@@H]1CN(C)CC1CC1,9.4,-83.2*,-3.2,69.8
C[C@H]1CN([C@@H](C)CO)C(=O)Cc2cc(NC(=O)Cc3cn(C)c4ccccc34)ccc2O[C@H]1CN(C)CC1CCCCC1,1.0,-34.8,1.1,62.1
C[C@@H]1CCCCO[C@@H](CN(C)C(=O)c2ccccc2)[C@@H](C)CN([C@H](C)CO)C(=O)c2cc(NS(=O)(=O)c3cn(C)cn3)ccc2O1,x,36.2,-0.2,31.9
C[C@H](CO)N1C[C@H](C)[C@H](CN(C)S(=O)(=O)c2ccccc2)Oc2ncccc2C1=O,6.2,x,1.8,-1.2
C[C@@H]1CN([C@@H](C)CO)C(=O)c2cccc(NS(=O)(=O)c3ccc(Cl)cc3)c2O[C@@H]1CN(C)C,4.4,-6.1,0.2,x
C[C@H]1CN([C@@H](C)CO)C(=O)c2cc(C3=CCCC3)cnc2O[C@@H]1CN(C)Cc1ccccn1,0.9,-1.3,9.1,-132.7
C[C@@H]1CN([C@H](C)CO)C(=O)c2ccccc2-c2ccccc2CO[C@@H]1CN(C)Cc1cccc(O)c1,-4.4,-0.9,-0.8,-4.9
C[C@@H]1CN([C@H](C)CO)C(=O)c2cc(Br)cnc2O[C@@H]1CN(C)C(=O)c1ccccc1F,4.0,27.0,-0.2,-12.7
CCCNC(=O)N1CC2(C1)CN(C(=O)CC)[C@H](CO)c1c2c2ccc(OC)cc2n1C,43.1,-22.1,1.5,x
C[C@@H]1CCCCO[C@@H](CN(C)Cc2ccccc2)[C@@H](C)CN([C@@H](C)CO)C(=O)c2cc(NC(=O)Nc3ccc4c(c3)OCO4)ccc2O1,-0.2,-59.9,-0.6,85.0
O=C(C[C@@H]1C[C@H]2c3cc(NC(=O)c4ccc5c(c4)OCO5)ccc3O[C@H]2[C@H](CO)O1)NCc1cccnc1,x,2.3,0.7,12.1
CS(=O)(=O)N1[C@H](C#N)[C@@H](c2ccccc2-c2ccc(F)cc2)[C@@H]1CO,-2.0,-23.7,-0.5,x
C[C@H]1CN([C@@H](C)CO)S(=O)(=O)c2ccc(-c3cncnc3)cc2O[C@H]1CN(C)Cc1ccccn1,-6.6,17.3,x,25.2
COCC(=O)N[C@H]1C=C[C@@H](CC(=O)NCc2ccc(Cl)cc2)O[C@H]1CO,x,18.9,-0.3,-35.5
COCC(=O)N1[C@@H](C#N)[C@@H](c2ccccc2C2=CCCCC2)[C@@H]1CO,-0.3,14.6,1.0,x
C/C=C/c1cnc2c(c1)C(=O)N([C@H](C)CO)C[C@H](C)[C@@H](CN(C)C(=O)C1CCCCC1)O2,-2.4,-26.3,-1.8,24.6

# Next part; the last 4 above are carried over.
SMILES,C diff growth,Pf Dd2 growth,GASC1 inh,Tcruzi prolif
C[C@H]1CN([C@@H](C)CO)S(=O)(=O)c2ccc(-c3cncnc3)cc2O[C@H]1CN(C)Cc1ccccn1,-6.6,17.3,x,25.2
COCC(=O)N[C@H]1C=C[C@@H](CC(=O)NCc2ccc(Cl)cc2)O[C@H]1CO,x,18.9,-0.3,-35.5
COCC(=O)N1[C@@H](C#N)[C@@H](c2ccccc2C2=CCCCC2)[C@@H]1CO,-0.3,14.6,1.0,x
C/C=C/c1cnc2c(c1)C(=O)N([C@H](C)CO)C[C@H](C)[C@@H](CN(C)C(=O)C1CCCCC1)O2,-2.4,-26.3,-1.8,24.6
C[C@H]1CN([C@@H](C)CO)C(=O)Cc2cc(NC(=O)Nc3ccc4c(c3)OCO4)ccc2O[C@H]1CN(C)S(=O)(=O)c1cccs1,-8.0,12.1,-0.5,-5.2
C[C@@H]1CN([C@@H](C)CO)S(=O)(=O)c2ccc(C#CC3CC3)cc2O[C@H]1CN(C)Cc1cncnc1,x,-2.4,0.6,66.1
COC(=O)C[C@@H]1CC[C@H]2[C@@H](COc3ccc(NS(=O)(=O)c4cccc(F)c4)cc3C(=O)N2C)O1,3.0,-7.5,2.3,25.5
C[C@H]1CN([C@@H](C)CO)C(=O)c2cccc(NC(=O)c3cnccn3)c2O[C@H]1CN(C)C(=O)NC1CCCCC1,2.8,6.0,-2.2,40.4
C[C@@H]1CCCCO[C@@H](CN(C)Cc2ccc(C(F)(F)F)cc2)[C@@H](C)CN([C@@H](C)CO)C(=O)c2cc(NS(=O)(=O)c3ccc(Cl)cc3)ccc2O1,27.4,-33.2,-0.8,97.1*
C[C@@H]1CCCCO[C@@H](CN(C)C(=O)C2CCCCC2)[C@@H](C)CN([C@H](C)CO)C(=O)c2cc(NC(=O)CCCCCC(=O)Nc3ccccc3N)ccc2O1,-5.0,-14.0,11.5,57.8
Cc1noc(C)c1S(=O)(=O)Nc1ccc2c(c1)C(=O)N([C@H](C)CO)C[C@H](C)[C@@H](CN(C)S(=O)(=O)c1cn(C)cn1)OCCCC[C@@H](C)O2,-7.8,76.2,-0.1,0.6
COc1ccc(S(=O)(=O)N(C)C[C@@H]2Oc3c(cccc3N(C)C)C(=O)N([C@H](C)CO)C[C@@H]2C)cc1,10.1,-4.9,1.2,19.6
COc1ccc(NC(=O)Nc2cccc3c2O[C@@H](CN(C)S(=O)(=O)c2ccc(F)cc2)[C@H](C)CN([C@H](C)CO)C3=O)cc1,-4.9,16.8,-0.3,46.8
O=C(Nc1ccc(C(F)(F)F)cc1)N[C@@H]1CC[C@H](CCNC(=O)c2ccccc2F)O[C@H]1CO,10.6,-38.1,-1.1,-57.0
CC(C)CC#Cc1ccc2c(c1)O[C@@H](CN(C)C(=O)C1CCC1)[C@H](C)CN([C@H](C)CO)S2(=O)=O,13.5,-48.9,-0.5,u
COc1ccc2c3c([nH]c2c1)[C@@H](CO)N(C(=O)CC1CC1)CC31CCN(Cc2cccnc2)CC1,7.3,-7.6,0.0,x
C[C@H]1CN([C@@H](C)CO)C(=O)c2cc(C#CCN(C)C)cnc2O[C@H]1CN(C)Cc1ccc(F)cc1,-1.4,8.5,3.9,7.5
COCC(=O)N1C[C@@H](C)[C@H](OC)CN(C)C(=O)c2ccc(NC(=O)NC(C)C)cc2OC[C@@H]1C,0.6,13.7,0.8,10.7
C[C@@H]1CN([C@H](C)CO)C(=O)c2cc(NC(=O)Nc3ccccc3)ccc2O[C@@H]1CN(C)S(=O)(=O)c1cccs1,5.4,29.9,-1.2,28.6
Cc1ccc(S(=O)(=O)N[C@H]2CC[C@H](CC(=O)O)O[C@@H]2CO)cc1,x,15.3,0.5,2.8
COCC(=O)Nc1ccc2c(c1)[C@H]1C[C@H](CC(=O)N[C@H](C)c3ccccc3)O[C@@H](CO)[C@H]1O2,-8.0,30.6,1.0,-39.5
CC(=O)NC[C@H]1[C@@H](c2ccc(C#C[C@@H](C)O)cc2)[C@@H](CO)N1Cc1ccccn1,2.3,32.0,-0.9,x
